KB-3-1 tox – kills parental KB-3-1 adenocarcinoma cells | KB-3-1 viability, CellTiter-Glo ATP luminescence, 72 h | Potency, µM (highest dose often 46.1 µM), for the others: at the top dose activity change, negative = cytotoxic, most hits filed as cytotoxic | 400,000 compounds, 1.4% hits | AID 1347075; note: potency is the fitted concentration of half-maximal effect; % is set by controls: 0 for no effect and ±100 for the full control effect; nearly all actives have a fitted effect of over 60% in size
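Cytotoxicity measured as CellTiter-Glo luminescence after 72 h at 37 C. Compound titrations were pinned onto drug-naive KB-3-1 parental adenocarcinoma cells grown in DMEM with 10% FBS, and normalized data fitted to concentration-response curves.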
IL1B secr inh – blocks inflammasome-driven IL-1 beta release. THP-1 LPS/ATP IL-1B secretion, AlphaLISA, 16 h; hits give low values. activity change, % at 57.5 µM. AID 743279. 360,000 compounds, 4.7% hits; in the data active = activity change below about -50%; inconclusive = mostly about -30% to -49%; note: % is set by controls: 0 for no effect and ±100 for the full control effect
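THP-1 cells pretreated 1 hr with compounds (up to 57.5 uM final), then stimulated with LPS (250 ng/mL final) plus ATP (1.25 mM final); secreted IL-1B measured by AlphaLISA after 16 hr, decreased signal indicating inhibition.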
MCF10A rereplic – induces DNA re-replication in MCF 10a normal breast cells; MCF 10A DNA re-replication, Hoechst nuclear intensity, 48 h; Potency, µM (doses to about 46.1 µM), without a hit: at the highest dose activity, positive = re-replication, usual class: activators; 350,000 compounds, 2.9% hits; AID 624296; note: potency is the fitted concentration of half-maximal effect; % of control where 0% means no effect; nearly all actives have a fitted effect of over 50% in size
KB-V1 cytotox – kills drug-selected multidrug resistant KB-V1 cells; 400,000 compounds, 3.4% hits; Potency, µM (highest dose often 46.1 µM), for inactives: at the highest dose activity change, negative = cytotoxicity, actives largely listed as cytotoxic; KB-V1 MDR cells viability, CellTiter-Glo, 72 h; note: potency is the fitted concentration of half-maximal effect; % is set by controls: 0 for no effect and ±100 for the full control effect; nearly all actives have a fitted effect of over 60% in size
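Following 72 h at 37 degrees C with compound, KB-V1 cell viability was read by CellTiter-Glo luminescence, medium being phenol-red-free DMEM plus 10% FBS; concentration-response parameters came from normalized, curve-fitted qHTS data.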
SW480 rerep – inducers of DNA re-replication in SW480 colon cancer cells. 340,000 compounds, 1.8% hits. Potency, µM (series often up to 46.1 µM), for inactives: top-dose re-replication activation, actives largely listed as activators. SW480 DNA re-replication, Hoechst DNA content imaging, 48 h. AID 624297; note: potency is the fitted concentration of half-maximal effect; % of control where 0% means no effect; nearly all actives have a fitted effect of over 55% in size
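Image-based DNA-content assay: after two days of treatment, nuclei were labelled with the DNA dye Hoechst and imaged, and hits were compounds raising the count of nuclei showing high fluorescence intensity.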
ATXN2 expr inh – reduces ATXN2 reporter expression in HEK-293 cells | AID 1745845 | HEK-293 ATXN2-luciferase reporter, luminescence, 24 h | 360,000 compounds, 0.72% hits | Potency, µM (doses to about 57 µM), without a hit: at the highest dose activity change, negative = inhibition, hits mostly inhibitors; note: potency is the fitted concentration of half-maximal effect; % is set by controls: 0 for no effect and ±100 for the full control effect; nearly all actives have a fitted effect of over 55% in size
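qHTS (up to 57 uM final) was run with 24 h compound exposure of reporter cells at 37 °C. Each well was multiplexed: SteadyGlo luminescence measured ATXN2-luciferase expression after a fluorogenic Gly-Phe-AFC viability readout (25 uM final).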
HT1080-NT tox – kills 2HG-producing HT-1080-NT fibrosarcoma cells; AID 686970; Potency, µM (titrated, usually from 46.1 µM), for inactives: at the top dose activity, negative = less viability, actives largely listed as cytotoxic; 360,000 compounds, 1.6% hits; HT-1080-NT fibrosarcoma viability, CellTiter-Glo ATP luminescence, 48 h;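 note: NT is the 2HG producing partner of a matched IDH1 knockdown line; potency is the fitted concentration of half-maximal effect; 0% = DMSO-treated cells and -100% = media-only wells without cells; nearly all actives have a fitted effect of over 55% in size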
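Fibrosarcoma NT cells, 750 per well in 5% FBS RPMI, were exposed to compound for 48 hours. Viability: CellTiter-Glo luminescence.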
WRN helicase inh – blocks human WRN helicase; Potency, µM (doses to about 114 µM), inactives show at the top dose activity change, negative = inhibition, most hits filed as inhibitors; WRN helicase unwinding, fluorescent forked duplex, kinetic; 360,000 compounds, 0.46% hits; note: potency is the fitted concentration of half-maximal effect; % is set by controls: 0 for no effect and ±100 for the full control effect; nearly all actives have a fitted effect of over 55% in size
Target sequence (Q14191 whole entry, looked up): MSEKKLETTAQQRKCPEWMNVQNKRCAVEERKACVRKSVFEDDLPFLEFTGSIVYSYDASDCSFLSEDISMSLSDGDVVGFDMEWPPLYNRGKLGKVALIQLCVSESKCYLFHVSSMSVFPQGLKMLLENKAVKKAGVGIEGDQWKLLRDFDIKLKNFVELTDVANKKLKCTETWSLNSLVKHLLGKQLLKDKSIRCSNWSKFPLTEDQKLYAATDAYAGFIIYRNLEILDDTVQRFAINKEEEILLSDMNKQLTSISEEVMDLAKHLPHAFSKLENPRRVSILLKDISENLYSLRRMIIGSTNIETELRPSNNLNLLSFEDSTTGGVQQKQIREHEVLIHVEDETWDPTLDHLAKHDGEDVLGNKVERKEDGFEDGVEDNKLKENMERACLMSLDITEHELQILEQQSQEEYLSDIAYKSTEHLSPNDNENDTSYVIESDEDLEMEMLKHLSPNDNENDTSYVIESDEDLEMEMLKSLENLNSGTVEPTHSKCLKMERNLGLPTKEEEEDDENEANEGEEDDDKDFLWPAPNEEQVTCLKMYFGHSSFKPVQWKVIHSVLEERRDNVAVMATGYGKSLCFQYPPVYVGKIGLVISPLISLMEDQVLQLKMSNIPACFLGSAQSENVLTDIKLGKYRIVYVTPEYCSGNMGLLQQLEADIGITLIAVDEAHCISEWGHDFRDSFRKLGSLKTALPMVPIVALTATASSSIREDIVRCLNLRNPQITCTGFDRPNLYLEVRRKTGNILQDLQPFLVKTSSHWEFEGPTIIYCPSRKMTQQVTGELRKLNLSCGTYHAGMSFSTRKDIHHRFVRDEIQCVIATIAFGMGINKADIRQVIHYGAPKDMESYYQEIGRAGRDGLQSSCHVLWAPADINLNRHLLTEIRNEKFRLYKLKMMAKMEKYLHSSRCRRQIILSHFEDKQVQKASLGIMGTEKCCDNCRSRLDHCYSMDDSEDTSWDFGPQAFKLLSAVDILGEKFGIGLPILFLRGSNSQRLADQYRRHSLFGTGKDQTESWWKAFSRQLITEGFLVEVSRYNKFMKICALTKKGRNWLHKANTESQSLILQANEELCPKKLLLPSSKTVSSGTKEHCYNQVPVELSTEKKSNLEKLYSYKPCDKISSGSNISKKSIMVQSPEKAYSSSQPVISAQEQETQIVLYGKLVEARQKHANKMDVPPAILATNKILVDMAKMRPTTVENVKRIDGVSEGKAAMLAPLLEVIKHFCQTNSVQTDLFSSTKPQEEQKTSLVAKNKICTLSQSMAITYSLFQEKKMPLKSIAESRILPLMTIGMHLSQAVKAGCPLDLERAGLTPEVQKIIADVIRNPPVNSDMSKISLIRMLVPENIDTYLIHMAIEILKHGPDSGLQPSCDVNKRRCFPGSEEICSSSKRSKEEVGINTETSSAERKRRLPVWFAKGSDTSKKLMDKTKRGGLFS
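Primary qHTS, 1536-well format. 20 nM WRN + compound, 15 min RT; start with 100 nM forked fluorophore/quencher duplex, 2 mM ATP (final); kinetic read ex 525/em 598 nm.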
HT1080 IDH1KD tx – HT-1080 IDH1 knockdown cell toxicity (counter line). HT-1080 IDH1 knockdown viability, ATP luminescence, 48 h. Potency, µM (series often up to 46.1 µM), without a hit: top-dose activity, negative = toxicity, actives largely listed as cytotoxic. 360,000 compounds, 2% hits. AID 686971;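 note: potency is the fitted concentration of half-maximal effect; 0% = DMSO wells and -100% = cell-free medium wells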
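Knockdown cells (IDH1KD HT-1080) received compounds 2 h after plating at 750 cells/well and were kept 48 h at 37 °C in 5% FBS RPMI. A CellTiter-Glo luminescence read gave % activity for curve fitting.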
* hit, by the source's call; ? = inconclusive; · = no result given; & = joins results of further samples; [ ] = remark or other dose. Unless noted, calls come from the whole dose curve; as a rule, active = well fitted curve in the direction sought with a large enough effect; inconclusive = small, poorly fitted or top-dose-only effect, or another doubt; inactive = no such curve, though single readings can be large; an effect the other way counts as inactive or inconclusive.

item | Molecule | KB-3-1 tox | IL1B secr inh | MCF10A rereplic | KB-V1 cytotox | SW480 rerep
1 | CC(C)Oc1ccc(S(=O)(=O)N2CCOCC2)cc1NC(=O)C(C)Oc1ccc(F)cc1 (stereo not drawn) | ? | -17 | 0% | ? | -5%
2 | O=C(c1ccco1)N1CCN(C2CCCC2)CC1 | 12% | 2 | -5% | 12% | -10%
3 | CC(C)(C)NC(=O)c1ccc2c(c1)C1C3CCC(C3)C1C(c1ccccc1)N2 (stereo not drawn) | -7% | ? | ? | -7% | -1%
4 | O=C(Nc1ccc(Br)cc1)c1cccn1-c1ncc(C(F)(F)F)cc1Cl | 0% | -23 | ? | -18% | 21%
5 | Cn1c(=NC(=O)CCl)sc2ccccc21 | -21% | -120* | 15µM* | ? | ?
6 | COc1cc(OC)cc(C(=O)Nc2cccc3ccccc23)c1 | -7% | 13 | -3% | 0% | -29%
7 | CC(=O)C1=C(c2cccc([N+](=O)[O-])c2)N(C(C)=O)n2c(C)nnc2S1 | 15µM* | -98* | 23µM* | -7% | ?
8 | CN(C(=O)c1ccc2nc(N)sc2c1)c1ccccc1 | -2% | 20 | 0% | 0% | -1%
9 | O=c1c2ccccc2cnn1Cc1nnc(-c2cccs2)o1 | 16% | 26 | -1% | ? | -3%
10 | COc1ccccc1OC(=O)CN1C(=O)c2ccccc2C1=O | 1% | 2 | 0% | 0% | -2%
11 | Cc1cccc(C)c1NC(=O)C(c1ccccc1OC(F)(F)F)N1CCN(C)CC1 (stereo not drawn) | -6% | -16 | · | ? | ·
12 | CN(C)Cc1c(C(=O)N/N=C/c2cccnc2)nnn1-c1nonc1N | 1% | 2 | -1% | 10% | 9%
13 | CC1(C(=O)NS(=O)(=O)c2ccc(C#N)cc2)CCN1C(=O)C1CCCCC1 (stereo not drawn) | 0% | 9 | · | 2% | ·
14 | COCCNC(=S)N(CCc1c(C)[nH]c2ccc(F)cc12)Cc1cccs1 | -21% | ? | 23% | ? | 0%
15 | CC(Oc1cccc(Cl)c1)C(=O)Nc1cc(Cl)ccc1N1CCOCC1 (stereo not drawn) | -21% | -14 | ? | ? | 9.2µM*

item | ATXN2 expr inh | HT1080-NT tox | WRN helicase inh | HT1080 IDH1KD tx
1 | -5% | 6% | -6% | 0%
2 | 5% | 2% | -9% | 3%
3 | 8% | -25% | -9% | -4%
4 | -23% | ? | -18% | 11µM*
5 | ? | 5.8µM* | -6% | 6.5µM*
6 | -4% | 6% | -4% | 9%
7 | ? | ? | -11% | ?
8 | 9% | 10% | 4% | 6%
9 | 40%[activator] | 2% | 8% | 0%
10 | -13% | -2% | 3% | -2%
11 | · | -16% | 3% | -5%
12 | 4% | 17% | 1% | 13%
13 | 11% | ? | -2% | 22%
14 | -36% | ? | -7% | -4%
15 | -28% | 6% | ? | 4%

item | Molecule | KB-3-1 tox | IL1B secr inh | MCF10A rereplic | KB-V1 cytotox | SW480 rerep
16 | O=C(C1CC1)N1CCN(c2ccnc3cc(Cl)ccc23)CC1 | 6% | -8 | 12% | 3% | -3%
17 | CCCNc1nc(Nc2ccc(C)c(Cl)c2)c2cnn(C)c2n1 | -2% | 22 | 24% | -14% | -9%
18 | CNC(=S)N(Cc1cccs1)Cc1cc2cc(OC)ccc2[nH]c1=O | 16% | 0 | 3% | ? | ·
19 | COc1ccc(NC(=O)CSc2nnc3ccc(-c4cccnc4)nn23)cc1OC | 7% | 10 | 1% | -1% | -12%
20 | N#Cc1ccccc1OCC(=O)N1N=C(c2cccs2)CC1c1ccco1 (stereo not drawn) | -6% | -28 | -13% | 0% | -2%
21 | COc1cccc(N2CCN(c3nc(C)cc(=O)[nH]3)CC2)c1 | -3% | 10 | -5% | -11% | 1%
22 | O=C(Nc1ccccc1C(F)(F)F)c1ccccc1Br | ? | -8 | 2% | -10% | 1%
23 | Cc1ccc(/C=N/NC(=O)CSc2nnc(-c3ccccc3)n2-c2ccc(Cl)cc2)o1 | 2% | -28 | 7% | -8% | -5%
24 | Nc1csnc1C(=O)O | 1% | -21 | 0% | 2% | -7%
25 | Nc1nc2ccccc2n1C(=O)c1ccccc1 | -15% | 9 | 6% | ? | 27%
26 | COc1ccc(C(=O)Nn2c(C)nc3ccccc3c2=O)cc1OC | 2% | -10 | 0% | 0% | 29%
27 | COc1ccc(C2(C)NC(=O)N(CC(=O)NCc3ccccc3)C2=O)cc1OC (stereo not drawn) | 17% | 11 | 1% | 0% | -26%
28 | CC(C)(C)OC(=O)NCc1ccc(NC(=O)c2nc[nH]c2C(=O)NCCNC(=O)c2[nH]cnc2C(=O)Nc2ccc(CNC(=O)OC(C)(C)C)cc2)cc1 | 0% | 60 | 23µM* | 6% | ?
29 | COc1ccc(CNC(=O)N2CCN(S(=O)(=O)c3ccccc3)CC2)cc1 | ? | -6 | 5% | -10% | ?
30 | CCCOC(=O)c1c(NC(=O)CSc2nc(-c3ccco3)cc(C(F)(F)F)n2)sc(C(=O)OC)c1C | 0% | 2 | 4% | -5% | 3%

item | ATXN2 expr inh | HT1080-NT tox | WRN helicase inh | HT1080 IDH1KD tx
16 | -34% | 10% | 2% | 8%
17 | -24% | ? | -16% | -27%
18 | -17% | -1% | ? | -8%
19 | -9% | -7% | -5% | 1%
20 | · | -3% | 8% | -1%
21 | · | -2% | 7% | -5%
22 | -2% | 25% | -7% | 3%
23 | -8% | 0% | -2% | 4%
24 | 1% | 1% | 8% | 4%
25 | · | ? | 8% | ?
26 | · | 0% | -9%[11.6 µM] | 10%
27 | 27% | 6% | -1% | 16%
28 | -29% | 12µM* | -9% | 13µM*
29 | -4% | -7% | 8%[57.1 µM] | -11%
30 | -10% | 13% | 3% | 0%

3 of the entries above in order of the IL1B secr inh value, high to low:
cpd	Compound	IL1B secr inh
13	CC1(C(=O)NS(=O)(=O)c2ccc(C#N)cc2)CCN1C(=O)C1CCCCC1 (stereo not drawn)	9
12	CN(C)Cc1c(C(=O)N/N=C/c2cccnc2)nnn1-c1nonc1N	2
4	O=C(Nc1ccc(Br)cc1)c1cccn1-c1ncc(C(F)(F)F)cc1Cl	-23

(next part)
item | Molecule | KB-3-1 tox | IL1B secr inh | MCF10A rereplic | KB-V1 cytotox | SW480 rerep
31 | CC(=O)Cc1nsc(Nc2cccc(C)c2)n1 | -7% | 15 | 1% | -13% | -17%
32 | CC(C)(C)c1csc(NC(=O)c2ccccc2O)n1 | ? | -83* | ? | ? | -10%[9.22 µM]
33 | COc1ccc(CCCNC(=O)C2(C)Cc3c(-c4cccc(C(N)=O)c4)ccnc3O2)cc1 (stereo not drawn) | ? | 18 | · | 0% | ·
34 | CN(CCO)c1cnccn1 | 10% | 6 | 16% | 2% | -2%
35 | CCC(=O)N1c2ccccc2NC2=C(C(=O)CCC2)C1c1ccc(N(C)C)cc1 (stereo not drawn) | -3% | 11 | 4% | 0% | -9%
36 | COc1cccc2c1OCC(C(=O)Nc1nccs1)=C2 | 0% | -2 | 1% | 0% | -45%[inhibitor]
37 | N#CCCN(C(=O)CSc1nc2nc(-c3cccs3)cc(C(F)(F)F)c2c(=O)[nH]1)c1ccccc1 | -2% | 18 | ? | 25% | 4%
38 | Nc1[nH]n2c(=O)cc(-c3ccccc3)nc2c1N=Nc1ccc(S(N)(=O)=O)cc1 | -3% | -7 | -7% | 0% | 1%
39 | COc1ccc(CNS(=O)(=O)c2cc3c4c(c2)CCN4C(=O)CC3)cc1 | 14%&-16% | 17 | 5% | -21%&11% | 9%
40 | CN(C)c1ccc(NC(=O)N2CCOCC2)cc1 | 0% | 5 | -2% | 22% | 1%
41 | Cc1ccc(C(=O)O/N=C(\N)c2ccccn2)c(Cl)c1 | ? | -3 | 4% | ? | -5%
42 | Cc1c(N=Cc2c(O)n(Cc3ccco3)c(=O)c3ccccc23)c(=O)n(-c2ccccc2)n1C | 6% | 5 | 14% | -4% | -5%
43 | COc1ccc(OC)c(S(=O)(=O)Nc2ccc(-c3ccc4nncn4n3)cc2)c1 | 18µM* | -1 | ? | -12% | 8%
44 | CC(=O)N1CCc2cc(S(=O)(=O)CCC(=O)NCc3cccs3)ccc21 | 2% | -1 | -4% | 5% | -3%
45 | CCOc1cnn(-c2ccccc2)c(=O)c1Cl | -1% | ? | 26µM* | 0% | 6%
46 | CN1CCN(S(=O)(=O)c2cccc([N+](=O)[O-])c2)CC1 | -9% | 0 | 0% | -14% | -14%

item | ATXN2 expr inh | HT1080-NT tox | WRN helicase inh | HT1080 IDH1KD tx
31 | 39% | 0% | -16% | 0%
32 | -1% | ? | -17% | ?
33 | -16% | ? | 2% | ?
34 | -13%[11.3 µM] | 19% | -29%[57.1 µM] | 16%
35 | 12% | -3% | -9% | 4%
36 | · | 0% | -2% | 3%
37 | -1% | 0% | -26% | -1%
38 | -18%[11.3 µM] | -4% | -34% | -10%
39 | -2%&2% | 2% | -11% | -1%
40 | 32%[activator] | 0% | 9% | 2%
41 | · | 16µM* | -2% | ?
42 | 17% | -23% | -7%[57.1 µM] | 1%[9.24 µM]
43 | -16% | 23µM* | -27% | 16µM*
44 | 2% | 0% | 11% | -10%
45 | · | ? | -1% | 16µM*
46 | -5% | 8% | 14% | 1%

Molecules above that contain bromine (two):
item | Molecule | KB-3-1 tox | IL1B secr inh | MCF10A rereplic | KB-V1 cytotox | SW480 rerep
4 | O=C(Nc1ccc(Br)cc1)c1cccn1-c1ncc(C(F)(F)F)cc1Cl | 0% | -23 | ? | -18% | 21%
22 | O=C(Nc1ccccc1C(F)(F)F)c1ccccc1Br | ? | -8 | 2% | -10% | 1%

item | ATXN2 expr inh | HT1080-NT tox | WRN helicase inh | HT1080 IDH1KD tx
4 | -23% | ? | -18% | 11µM*
22 | -2% | 25% | -7% | 3%

Compound activity from PubChem BioAssay.

Random draw from the library; overall some 12% were active at least once.
